Pol beta inh: DNA polymerase beta (human) inhibition | P06746 | Pol beta primer extension/strand displacement, fluorescence kinetic | Potency, µM (doses to about 114 µM), inactives show top-dose activity change, negative = inhibition, usual class: inhibitors | actives 1.3% (n = 340,000); note: potency is the fitted concentration of half-maximal effect; % is set by controls: 0 for no effect and ±100 for the full control effect
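Homogeneous kinetic assay of primer extension and strand displacement by 10 nM Pol beta, preincubated 15 min at room temperature with compound before 50 nM substrate (final) was added. Read at 0 and 10 min; four-parameter Hill fit.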
RGS4 inhibitor: inhibitors of human regulator of G protein signaling 4; Transcreener GDP fluorescence polarization, RGS4-accelerated GTP hydrolysis; Potency, µM (top dose mostly 114 µM), without a hit: at the top dose activity change, negative = inhibition, most hits filed as inhibitors; actives 0.039% (n = 390,000); AID 504845; note: potency is the fitted concentration of half-maximal effect; % is set by controls: 0 for no effect and ±100 for the full control effect; nearly all actives have a fitted effect of over 75% in size; some results filed as inactive show a strong effect at the top dose
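MLSMR compounds (23 nl, pin-transferred) preincubated 10 min at room temperature with a 500nM (2x) first reagent, then RGS4 at 900nM (2x) plus Transcreener GDP mix added; fluorescence polarization (620/688 nm) read before and after 90 min at 30 °C.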
Apoferritin bind: candidate novel general anesthetic via apoferritin binding | apoferritin/1-aminoanthracene competitive binding, fluorescence | P02791 | actives 0.074% (n = 350,000) | Potency, µM (top dose mostly 77.5 µM), without a hit: at the highest dose activity change, negative = displacement, actives largely listed as inhibitors; note: potency is the fitted concentration of half-maximal effect; % is set by controls: 0 for no effect and ±100 for the full control effect; nearly all actives have a fitted effect of over 20% in size
Target sequence (P02791 2-175 limits assumed): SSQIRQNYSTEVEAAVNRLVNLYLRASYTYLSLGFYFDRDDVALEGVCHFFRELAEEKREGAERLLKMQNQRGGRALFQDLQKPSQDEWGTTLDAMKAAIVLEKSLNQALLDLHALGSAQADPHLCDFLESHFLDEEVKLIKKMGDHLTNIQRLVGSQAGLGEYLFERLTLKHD
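Horse-spleen apoferritin (10 uM) in 50% saturated 1-aminoanthracene in PBS was incubated 10 min at room temperature with compound. Fluorescence (ex 380, em 535 nm) was normalized to free and bound 1-AMA, with concentration-response fitted by a four-parameter Hill equation.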
POLH inh: blocks human DNA polymerase eta activity | actives 1.2% (n = 390,000) | Q9Y253 | recombinant Pol eta, fluorescent DNA replication assay | AID 588591 | Potency, µM (highest dose often 114 µM), for the others: at the top dose activity change, negative = inhibition, usual class: inhibitors; note: potency is the fitted concentration of half-maximal effect; % is set by controls: 0 for no effect and ±100 for the full control effect
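Pol eta (10 nM) was preincubated with compounds for 15 min at room temperature, after which fluorescent replication substrate (50 nM final) was added to start the reaction. Fluorescence was read kinetically at 0 and 10 min.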
ERG-DNA inh: blocks human ERG Ets domain binding to DNA; P11308; fluorescence polarization, His-ERG Ets domain / labelled DNA; Potency, µM (doses to about 76.9 µM), inactives show at the highest dose FP activity, negative = inhibition, most hits filed as inhibitors; actives 0.028% (n = 370,000); AID 624246; active = well fitted inhibition curve with a large enough effect in the polarisation, with a control signal flat; inconclusive = small, poorly fitted or top-dose-only effect, or effect the other way, or a change in a side signal; inactive = no such curve, though single readings can be large or run the other way; the % refers to the polarisation;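 note: polarization taken with two DNA probes labelled with fluorescein and Texas red; potency is the fitted concentration of half-maximal effect; % of control where 0% means no effect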
Target sequence (P11308 whole entry, looked up, the tested form may be a part): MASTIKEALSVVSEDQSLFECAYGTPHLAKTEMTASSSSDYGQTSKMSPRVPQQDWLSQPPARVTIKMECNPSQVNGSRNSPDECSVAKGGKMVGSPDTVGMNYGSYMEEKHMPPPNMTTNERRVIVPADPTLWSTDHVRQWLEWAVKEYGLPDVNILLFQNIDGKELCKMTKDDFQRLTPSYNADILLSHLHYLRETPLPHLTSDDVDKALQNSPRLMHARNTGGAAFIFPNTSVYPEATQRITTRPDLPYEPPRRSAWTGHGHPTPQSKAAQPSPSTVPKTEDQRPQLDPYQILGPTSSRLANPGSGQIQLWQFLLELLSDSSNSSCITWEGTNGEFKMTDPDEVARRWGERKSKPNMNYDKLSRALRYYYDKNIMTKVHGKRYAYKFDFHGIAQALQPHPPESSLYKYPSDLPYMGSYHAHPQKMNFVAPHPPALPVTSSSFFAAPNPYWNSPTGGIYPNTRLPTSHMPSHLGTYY
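His-tagged ERG Ets domain (1 uM in the protein solution; 300mM KCl, 50mM Tris-HCl, 1mM EDTA, 1mM DTT, pH 7.5) received compound, then a probe mix of 5 nM fluorescein-DNA and 100nM Texas-615-DNA. Fluorescence polarization was read for both dyes.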
LDHA block: inhibitors of human lactate dehydrogenase A; P00338; purified LDHA, NADH/diaphorase-resazurin fluorescence; active compounds read low; activity change, % (values are at about 110 or 230 µM); actives 0.15% (n = 480,000); AID 1347041; in the data active = activity change below about -30%; inconclusive = mostly about -25% to -30%;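 note: plate controls were DMSO wells for no effect and wells without enzyme for full effect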
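Human LDH5 (2 nM) was incubated with 0.06 mM NADH and 0.2 mM pyruvate for 5 min at room temperature in Tris pH 7.4. Remaining NADH was coupled through diaphorase/resazurin, and resorufin fluorescence was read at 0 and 20 min.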
12-LOX inh: blocks human arachidonate 12S-lipoxygenase; P18054; purified 12hLO, xylenol orange hydroperoxide absorbance; Potency, µM (series often up to 108 µM), for inactives: at the top dose activity change, negative = inhibition, usual class: inhibitors; actives 1.1% (n = 580,000); AID 1671190; note: potency is the fitted concentration of half-maximal effect; % is set by controls: 0 for no effect and ±100 for the full control effect
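Purified human 12hLO (150 nM final) in 25 mM Hepes, 0.01% Triton X-100, pH 7.0 was preincubated 15 min at room temperature with compound. Then 40 uM arachidonic acid was added, 30 min. Hydroperoxide was read by Fe-XO absorbance ratio 573/405 nm.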
POLK inh: DNA polymerase kappa (human) inhibition. purified Pol kappa, fluorescent DNA synthesis assay, 10 min. Potency, µM (series often up to 107 µM), inactives show at the top dose activity, negative = inhibition, most hits filed as inhibitors. Q9UBT6. actives 0.53% (n = 400,000); note: potency is the fitted concentration of half-maximal effect; % is set by controls: 0 for no effect and ±100 for the full control effect
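Enzyme at 10 nM met test compounds for 15 min at room temperature. Substrate addition (50 nM final) began the reaction, which was monitored by fluorescence at 0 and 10 min.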
APE1 inh: inhibitors of human APE1 endonuclease | actives 0.35% (n = 350,000) | AID 2517 | recombinant APE1, TAMRA/BHQ-2 abasic DNA cleavage fluorescence | Potency, µM (doses to about 65.8 µM), inactives show at the highest dose activity change, negative = inhibition, usual class: inhibitors | P27695;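 note: potency is the fitted concentration of half-maximal effect; plate controls were vehicle for no effect and reference inhibitor for full effect; nearly all actives have a fitted effect of over 55% in size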
Target sequence (P27695 whole entry, looked up): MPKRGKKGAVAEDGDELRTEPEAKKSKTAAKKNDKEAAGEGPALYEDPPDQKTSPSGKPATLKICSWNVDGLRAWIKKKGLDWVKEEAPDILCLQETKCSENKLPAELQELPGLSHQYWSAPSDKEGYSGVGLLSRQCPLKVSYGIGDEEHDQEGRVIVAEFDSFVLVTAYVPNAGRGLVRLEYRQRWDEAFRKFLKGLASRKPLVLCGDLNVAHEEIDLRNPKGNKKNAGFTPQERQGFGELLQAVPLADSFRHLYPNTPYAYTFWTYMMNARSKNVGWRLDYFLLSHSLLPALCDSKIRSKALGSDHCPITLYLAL
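APE1 at 0.75 nM final was preincubated with compound 15 min at room temperature, then 50 nM double-stranded THF abasic-site substrate (5'-TAMRA/3'-BHQ-2) was added. Fluorescence (ex 525/em 598 nm) was read kinetically; third-minus-first read gave activity.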
The depositor's hits bear a star; ? = inconclusive; . = no result given; & = joins results of further samples; [ ] = remark or other dose. Unless noted, calls come from the whole dose curve; as a rule, active = well fitted curve in the direction sought with a large enough effect; inconclusive = small, poorly fitted or top-dose-only effect, or another doubt; inactive = no such curve, though single readings can be large; an effect the other way counts as inactive or inconclusive. These rows are one share of the data; count on the stated rates, not on these rows.

Values run as follows: Pol beta inh, RGS4 inhibitor, Apoferritin bind, POLH inh, ERG-DNA inh, LDHA block, 12-LOX inh, POLK inh, APE1 inh
> N#Cc1cccc(NC(=O)C2CCN(c3ncccn3)CC2)c1
 : 10%, 12%, 2%, -20%, 2%, -5, -7%, -5%, .
> CCOC(=O)c1cnc2c(C)cc(C)cc2c1NCCc1ccc(OC)c(OC)c1
 : 0%, 24%, 3%, -23%, -1%, -1, 1%, -15%, .
> CN(C)S(=O)(=O)N(CC(=O)NCCSc1ccccc1)c1ccccc1
 : -14%, -5%, -3%, -12%, 1%, -7, 0%, -9%, .
> CCOC(=O)CSc1ccc(C(=O)Nc2ccc(OC)cc2)cn1
 : 12%, 4%, -6%, -5%, -2%, -7, -6%, -8%, 1%
> Cc1ccc(S(=O)(=O)N/N=C/c2ccc(C#N)cc2)cc1
 : 76%, -13%, 1%, -16%, 0%, -14, 0%, 3%, -1%
> COc1ccc(-c2nnc(SCC(=O)NC3CCCC3)nc2-c2ccc(OC)c(OC)c2)cc1OC
 : 3%, -15%, -11%, -9%, -2%, -3, 5%, -4%[60.1 µM], .
> COCCN(CCOC)Cc1c(O)ccc2c1O/C(=C\c1ccco1)C2=O
 : 10µM*, 4%, 100%[activator], ?, ?, 3, ?, ?, -16%
> COc1cccc(NC(=O)CN(C)C(=O)c2ccc(-c3ccc(Cl)cc3)o2)c1
 : ., -11%, ., -15%, 2%, -4, -27%, -11%, -7%
> Cc1ccc(S(=O)(=O)NC(=O)NCc2ccc3c(c2)OCO3)cc1
 : 1%, -4%, -7%, -11%, 0%, 5, -3%, -14%, -1%
> CCOC(=O)c1cc(C(=O)NN)c(C)nc1C
 : 2%, 4%, -20%, -9%, -7%, -3, 0%, -18%, -3%
> O=C(COc1ccccc1)N(Cc1ccco1)c1ccc(O)cc1
 : 12%, 9%, -7%, -4%, -1%, -5, -5%, -1%, -1%
> O=C(c1ccccc1F)N1CCN=C1SCc1cccnc1
 : 28%, 8%, ?, -13%, -11%, -3, 3%, 4%, -2%
> CCN(CC)CCC(c1ccc(OC)cc1)c1c(O)cc(OC)cc1OC (centres undefined)
 : 4%, 4%&0%, -11%&7%, -9%, 4%, 0, -2%, -23%&2%, 3%&0%
> CCc1nnc(NC(=O)CSc2nnc(-c3c[nH]c4ccccc34)n2C)s1
 : 2%, -19%, -5%, -13%, 4%, -2, 6%, -7%, -6%
> Nc1cc(=O)[nH]c(SCc2cccc3ccccc23)n1
 : 38%, 14%, -15%, -11%, -1%, -2, ?, 9%, -11%
> O=C(N/N=C/c1cccnc1)c1cc2ccccc2o1
 : 21%, 13%, 6%, 14%, 15%, -13, -2%, 4%, 2%
> CN(Cc1ccccc1N1CCCC1)C(=O)c1cc2cc(Cl)ccc2o1
 : ., 1%, ., -26%, -7%, -9, 136%[activator], -22%, 9%
> CCOc1cc2c(cc1/C=C1/NC(=O)N(CC(=O)OC)C1=O)OCO2
 : 3%, -14%, 66%[activator], -7%, -3%, 0, 1%, -5%, -1%
> CCN1CCN(c2ncc3c(n2)CCN(Cc2cc(F)cc(F)c2)C3)CC1
 : 10%, -9%, 32%[activator], -12%, -3%, -1, 1%, 1%[60.1 µM], .
> Cc1nc(C)c(-c2ccc(SCC(=O)Nc3cccc(F)c3)nn2)s1
 : -9%, -41%, ?, -9%, -2%, -3, -2%, -6%, 3%
> COc1ccc(C2/C=C\CN(Cc3ccco3)C(C)C(=O)N2Cc2ccc(F)cc2)cc1 (centres undefined)
 : ., -34%, -6%, ., ., ., ., 9%, -8%
> Cc1cccc(N2CCN(CCCNc3ncnc4onc(-c5ccc(F)cc5)c34)CC2C)c1 (centres undefined)
 : 2%, 2%, -11%, -6%, -3%, -2, ?, -15%, .
> C=CCC1NS(=O)(=O)OCC1C(C)C (centres undefined)
 : -8%, 15%, -23%, -14%, 4%, -7, -4%, -4%, 24%
> O=C(Nc1ccncc1)C1c2ccccc2Oc2ccccc21
 : 3%, -52%, -4%, -13%, -2%, -3, -14%, 2%, 2%
> CC(=O)N1CCC(=NNC(=O)c2cccs2)CC1
 : 32%, -10%, -8%, 2%, 2%, -7, 4%, -3%, -2%
> CC1CCN(C(=S)Nc2ccc(SC(F)F)cc2)CC1
 : 37%, 6%, 2%, -3%, 15%, -9, 4%, -7%, 21%
> Cc1ccc(S(=O)(=O)CC(=O)N2CCCCCC2)cc1
 : -9%, 6%, 3%, 5%, 2%, 2, 0%, -8%, -3%
> C/C(=N\NC(=O)c1cc(C)[nH]n1)C(C)(C)C
 : 0%, -8%, -3%, -4%, -11%, -5, 22%, -4%, 5%
> COc1ccc(-c2nc(NC3=NCCCCC3)sc2C)cc1
 : -19%, -8%, ?, 5%, -6%, -6, -18%, -15%, 1%
> CCOc1ccc(C2=CC(c3cccc(Br)c3)n3c(nc4ccccc43)N2)cc1Cl (centres undefined)
 : 4%, -4%, 44%[activator], -17%, -1%, 5, ?, -22%[60.1 µM], .
> COc1ccc(C(=O)c2ccc(N3CCN(C(=O)c4ccc(F)cc4)CC3)c(F)c2)cc1Br
 : 0%, -22%, -9%, -11%, 0%, -2, 452%[activator], 6%, -2%
> Cc1cc(Oc2ccccc2)nc(SCC(=O)Nc2ccc(Cl)c(Cl)c2)n1
 : 3%, 8%, -8%, -6%, 8%, -6, -14%, -14%, 2%
> CC1=NNC(=O)C1Cc1ccccc1 (centres undefined)
 : ., 12%, ., -21%, -6%, 2, 8%, -6%, .
> CC(NC(=O)Nc1ccccc1)c1ccccc1 (centres undefined)
 : 5%, -9%, -14%, -13%, 1%, -1, -19%, 6%, 1%
> Cc1ccc(C(=O)NC2CCCCCC2)cc1S(=O)(=O)N1CCOCC1
 : -10%, -28%, -7%, -8%, 5%, -3, 5%, -12%, -11%
> Cc1cccc(Nc2nc(N)nc(N)c2S(=O)(=O)c2ccccc2)c1
 : -3%, 9%, -4%, -21%, 8%, -3, -7%, 9%, .
> Cc1ncsc1CCC(=O)N1CCCC(Nc2ccc(C(C)C)cc2)C1 (centres undefined)
 : 3%, -6%, 5%, -9%, -5%, 7, 400%[activator], -13%, -1%
> CCOC(=O)Cn1nc(C)c(NC(=O)CCc2ccccc2)c1C
 : 53%, 21%[11.4 µM], -2%, 9%, 11%, -3, -6%, -13%[60.1 µM], 3%
> CSc1cccc(NS(=O)(=O)c2ccc(F)cc2)c1
 : -1%, 20%, ?, -5%, -16%, -6, 0%, -11%, -1%
> CC(C)(C)NC(=O)c1cccc(NC(=O)c2cccc(O)c2)c1
 : 1%, 25%, -13%, 0%, ., -8, 3%[57.4 µM], -3%[60.1 µM], -1%
> CC(C)CN(CCNC(=O)c1cn(C)c2ccc(S(=O)(=O)N3CCCC3)cc2c1=O)CC(C)C
 : 4%&-25%, -21%&-7%, -3%&9%, -4%&-13%, -3%&-4%, 0&0, -13%&-1%, 8%&3%, 29%
> O=C(Nc1cccc(NC(=O)c2ccccc2[N+](=O)[O-])c1)c1ccccc1Cl
 : 11%, 7%, ?, -7%, -2%, -10, -1%, 0%, 39%
> CCc1noc(C)c1C(=O)N1CCCSC1=Nc1ccccc1C(C)C
 : ., 18%, ., -15%, -6%, -3, ?, -14%, 1%
> COc1cc(-c2nnn(CC(=O)NCc3ccccc3)n2)cc(OC)c1OC
 : 43%&6%, 8%&-11%, 6%&3%, -10%, -4%&0%, -6&-3, ?, -9%&11%, -2%
> Cn1ncc2c(Sc3ccc(Cl)cc3)ncnc21
 : 14%, 6%, -5%, -6%, 7%, -5, 28%, 0%, 2%
> CN1C[C@@H]2[C@@H]3C(=O)N(Cc4ccccc4)C(=O)[C@@H]3[C@](C)(C1=O)N2C(=O)c1ccc(C(C)(C)C)cc1
 : ., 12%, ., 9%, 2%, -5, -20%, -1%, .
> COc1ccc(C)cc1NC(=O)CSc1ncc2c(n1)-c1ccc(Cl)cc1N(Cc1ccccc1)S2(=O)=O
 : -20%, -42%, -10%, -12%, 8%, 4, -14%, -20%, .
> COC(=O)c1cc(S(=O)(=O)NCc2ccc3c(c2)OCO3)cn1C
 : 6%, 14%, -1%, -15%, -3%, 1, 29%, -4%, 14%
> COc1ccc(/C=C2\SC(=S)N(CCCC(=O)N3CCN(C)CC3)C2=O)cc1OC
 : ., -8%, ., -10%, -15%, 1, -17%, -2%, .
> CC(C)(C)c1ccc(C(=O)NCC(c2cccnc2)N2CCc3ccccc3C2)cc1 (centres undefined)
 : 10%, 12%, -9%, -8%, 12%, 1, -23%, -6%, .
> COc1ccc(NC(=O)CNC(=O)C2CCCCC2)cc1OC
 : ., 29%, ., -2%, 9%, 4, 14%, -15%, -9%
> Cc1cccc(NC(=O)c2c(C)nc3ccccn23)c1
 : 34%, 8%[11.4 µM], -1%, -15%, -8%, -9, -23%, -9%, -1%
> CC(=O)Nc1ccc(NC(=O)C(C)Sc2nnc(-c3ccc4c(c3)OCO4)o2)cc1 (centres undefined)
 : ., 8%, ., -7%, -2%, 3, 15%, -1%, 17%
> C=CCNC(=O)N[C@@H](CCSC)C(=O)OC
 : -15%, 12%, -9%, -6%, ., -8, 18%, -6%[60.1 µM], -2%
> COc1ccc(N=Nc2cc(OC)c(N)cc2OC)cc1
 : ., -37%, ., -14%, -12%, 30, 10%, -10%, .

Bioassay records deposited in PubChem by National Center for Advancing Translational Sciences (NCATS).
